CHO-K1 Ca PAM: nonselective calcium activators in parental CHO-K1 cells, primary screen, counter-screen for M1 PAM project, cell-based, Fluo-8 calcium fluorescence, full deck, 1536-well; hit rate 0.02% among 360,000; AID 602247, 2012; activation, % at 3 µM; ATP EC20; 0% at ATP EC20, 100% at ATP max;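 active = activation above the run cutoff, the mean activation of all test compounds plus 3 SD, cut at about 40% in these data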;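 note: peak over basal fluorescence ratio in a 140 s read after ATP addition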
M5 antag: human M5 muscarinic receptor antagonists, primary screen, CHO cells, Fluo-8 calcium fluorescence. hit rate 0.59% among 360,000. CHO-hM5 cells, ACh EC80. AID 624040, 2012. inhibition, % at 3 µM. Muscarinic acetylcholine receptor M5 (Homo sapiens), P08912;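 active = inhibition above a per-plate cutoff, the mean of that plate's test compounds plus 3 SD, cut at about 27% in these data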;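 note: 0% = acetylcholine EC80 with DMSO and 100% = DMSO without agonist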
Target sequence (P08912 whole entry, looked up): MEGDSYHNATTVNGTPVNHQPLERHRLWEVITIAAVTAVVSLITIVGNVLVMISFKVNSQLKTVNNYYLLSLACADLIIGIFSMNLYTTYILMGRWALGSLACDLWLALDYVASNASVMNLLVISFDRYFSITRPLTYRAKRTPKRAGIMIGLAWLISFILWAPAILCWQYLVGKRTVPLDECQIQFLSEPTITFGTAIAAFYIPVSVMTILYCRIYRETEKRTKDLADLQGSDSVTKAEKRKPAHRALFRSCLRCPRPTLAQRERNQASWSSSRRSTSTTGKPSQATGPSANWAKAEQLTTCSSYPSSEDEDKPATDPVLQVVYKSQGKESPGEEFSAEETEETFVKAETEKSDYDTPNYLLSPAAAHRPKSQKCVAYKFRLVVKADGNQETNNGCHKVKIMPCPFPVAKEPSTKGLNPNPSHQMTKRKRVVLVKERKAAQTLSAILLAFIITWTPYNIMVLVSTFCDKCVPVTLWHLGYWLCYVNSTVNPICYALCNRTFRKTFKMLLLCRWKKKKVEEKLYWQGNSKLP
CRFR2-BP ag: agonists of CRF-BP/CRF-R2 complex, primary screen, cell-based, HEK293, calcium dye fluorescence, uHTS | CRF-binding protein / CRF receptor 2 complex (human) | calcium dye fluorescence (FLIPR); percent of saturating CRF peptide response | activation, % at 13.2 µM | hit rate 0.46% among 350,000 | AID 588473, 2011;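 active = activation of at least 50%, plus an integration ratio under a set limit after plate pattern correction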;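 note: plate controls were neutral control wells without compound for no effect and CRF at EC100 for full effect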
CHRM5 PAM: human M5 muscarinic receptor positive allosteric modulators, primary screen, CHO-K1 cells, Fluo-8 calcium fluorescence; CHO-K1 hM5, ACh EC20 PAM; 0% = ACh EC20, 100% = ACh EC100; activation, % at 3 µM; hit rate 0.3% among 360,000; AID 624038, 2012;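 active = activation above the run cutoff, the mean activation of all test compounds plus 3 SD, cut at about 18% in these data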
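Replicates: One well per compound, no replicates | System: Human M5 receptor in CHO-K1 cells | Benchmarks: Low control EC20 acetylcholine (0%), high control EC100 acetylcholine (100%) | Probe or stimulus: Acetylcholine, EC20 level | Times: Fluo-8 loading 80 min at 37 °C plus 30 min room temperature | Signal: Intracellular calcium via Fluo-8 fluorescence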
M4 PAM: human M4 muscarinic receptor positive allosteric modulators, primary screen, CHO-K1 cells, Fluo-8 calcium fluorescence. Muscarinic acetylcholine receptor M4 (Homo sapiens), P08173. CHO-K1 hM4/Gqi5, ACh EC20; 0% = ACh EC20, 100% = maximal ACh. activation, % at 3 µM. hit rate 0.4% among 360,000;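 active = activation above its plate's cutoff, the mean activation of sample wells plus 3 SD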; note: some results filed as inactive read as strong as hits
Target sequence (P08173 whole entry, looked up): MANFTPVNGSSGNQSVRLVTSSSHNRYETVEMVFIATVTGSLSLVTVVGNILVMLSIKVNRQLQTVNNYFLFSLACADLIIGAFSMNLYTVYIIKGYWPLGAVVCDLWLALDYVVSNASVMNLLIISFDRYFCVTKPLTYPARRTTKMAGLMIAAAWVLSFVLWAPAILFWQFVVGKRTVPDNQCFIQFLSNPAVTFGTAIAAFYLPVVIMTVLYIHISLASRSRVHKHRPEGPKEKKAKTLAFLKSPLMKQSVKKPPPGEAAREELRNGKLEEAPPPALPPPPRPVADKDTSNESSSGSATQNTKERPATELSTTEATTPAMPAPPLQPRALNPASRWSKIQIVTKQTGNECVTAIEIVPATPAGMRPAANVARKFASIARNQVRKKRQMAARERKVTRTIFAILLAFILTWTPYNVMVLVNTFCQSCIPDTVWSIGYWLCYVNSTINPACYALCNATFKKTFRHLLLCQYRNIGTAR
TAAR1 agonist: human TAAR1 agonists, primary screen, Fluo-8 calcium fluorescence, CHO RD-HGA16 cells; vehicle wells 0%, saturating PEA agonist 100%; activation, % at 3 µM; Trace amine-associated receptor 1 (Homo sapiens), Q96RJ0; hit rate 0.99% among 360,000;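 active = activation above the mean activation of all test compounds in the run plus 3 SD, cut at about 38% in these data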
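Test system: RD-HGA16 (CHO) cells co-expressing Gα16 and hTAAR1; dosing: one-point dosing at 3 µM (nominal); timing: 17-24 h seeding, 75 min 37 °C dye, 30 min RT; signal: kinetic Fluo-8 calcium fluorescence; read-out basis: % activation relative to PEA EC100 response; controls: DMSO and PEA EC100; replicates: n 1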
M5 ag: human M5 muscarinic receptor agonists, primary screen, CHO-K1 cells, Fluo-8 calcium fluorescence | CHO-K1 hM5 cells; 0% DMSO wells, 100% maximal acetylcholine response | hit rate 0.19% among 360,000 | Muscarinic acetylcholine receptor M5 (Homo sapiens), P08912 | activation, % at 3 µM;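 active = activation above the run's mean over test compounds plus 3 SD, cut at about 23% in these data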;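 note: signal is peak over basal fluorescence ratio across the kinetic read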
TAAR1 antag: human TAAR1 antagonists, primary screen, Fluo-8 calcium fluorescence, CHO RD-HGA16 cells. Trace amine-associated receptor 1 (Homo sapiens), Q96RJ0. antagonist. inhibition, % at 3 µM. hit rate 1.5% among 360,000;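 active = inhibition above a per-plate cutoff, the mean inhibition of test compounds on that plate plus 3 SD, cut at about 49% in these data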;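 note: 0% = DMSO plus EC80 beta-PEA response and 100% = DMSO alone without agonist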
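System: CHO RD-HGA16 cells bearing hTAAR1. Reagent: EC80 β-phenethylamine stimulus. Schedule: seeding 17-24 h prior, 75-min 37 °C, 30-min RT dye loading. Signal: Fluo-8 intracellular calcium dye fluorescence, real-time kinetic reads. Read-out: % inhibition from peak post-agonist over basal fluorescence ratio. Benchmarks: vehicle wells and EC80 agonist wells. Replicates: n of 1.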
CRFBP-R2 block: antagonists of CRF-BP/CRF-R2 complex, primary screen, cell-based, HEK293, calcium dye fluorescence, uHTS. CRF-induced calcium fluorescence. inhibition, % at 11.8 µM. hit rate 0.59% among 350,000. AID 588475, 2011;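 active = inhibition of the ligand-induced calcium signal above about 50% at the single tested concentration, limit read from the data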
* hit, by the source's call; . = no result given.

Results follow in this order: CHO-K1 Ca PAM, M5 antag, CRFR2-BP ag, CHRM5 PAM, M4 PAM, TAAR1 agonist, M5 ag, TAAR1 antag, CRFBP-R2 block
1. N#Cc1c(N2C(=O)c3ccc(C(=O)O)cc3C2=O)sc2c1CCCC2
→ 12, -7, 2.4, 15, 9, 6, -4, 11, -5
2. Cc1cc(C)n(-c2nc3ccccc3nc2N2CCN(S(=O)(=O)c3ccc4ccccc4c3)CC2)n1
→ 23, -1, -0.8, 0, 3, 6, -3, -21, -17
3. CCc1ccc2[nH]c3nc(SCCN4CCOCC4)nnc3c2c1
→ -29, -13, -0.2, 2, -9, 7, 10, 22, 8
4. COc1ccc(NS(=O)(=O)c2cccc(C(=O)NNC(=O)c3ccccc3OC)c2)cc1
→ 20, 6, 0.1, -13, 1, 3, 3, 7, 0
5. O=C(CCC(=O)Nc1ccccc1)N/N=C/c1ccccc1F
→ 27, -2, -1.8, 4, -2, 5, -2, 5, 8
6. CC1(C)CC(=O)C=C(Nc2ccc(Cl)c(Br)c2)C1
→ 12, -2, -3.0, -1, -4, 3, -1, 0, -5
7. Cn1c(SCC(=O)N/N=C/c2ccc([N+](=O)[O-])s2)nnc1-c1ccc(Cl)cc1
→ 18, -5, 6.5, 2, -6, 0, -2, -4, 0
8. COc1ccc(C2(C)NC(=O)N(CC(=O)NCC(=O)Nc3ccc(F)c(F)c3F)C2=O)cc1OC (stereo unspecified)
→ -7, 7, 2.2, 9, 4, 3, 1, -4, -1
9. COC(=O)[C@@H](C)NC(=O)c1ccc2oc(CCc3ccccc3)nc2c1
→ 8, 6, -1.6, -3, -8, 2, -1, -5, 9
10. Cc1ncc(CN2CCC(CO)(CCOc3ccccc3)CC2)s1
→ -3, 5, 0.5, 0, -16, 1, -11, -37, 1
11. CN=C1c2c(-c3ccccc3)c3cc(OC)ccc3n2CCN1C
→ 17, 1, -0.6, 6, 17, 7, -8, 1, 2
12. CC(NC(=O)C[n+]1cccc(Br)c1)c1ccccc1 (stereo unspecified)
→ 3, 1, -2.0, 3, -2, 1, -7, -6, 5
13. CCOc1cccc(=O)c2c(C)n(-c3ccc(C(=O)O)cc3)c(C)c12
→ 23, -6, 4.9, 16, 8, 1, 7, -22, -7
14. Cn1c(=O)cc(OCC(=O)N2CCN(c3cccc(C(F)(F)F)c3)CC2)c2ccccc21
→ 15, 1, -2.6, -3, 7, 14, 5, 13, -31
15. CCOC(=O)N1CCN(Cc2cn[nH]c2-c2cccc3ccccc23)CC1
→ -2, 2, 0.8, -1, 5, 3, -2, -21, -1

Additional results.
Results follow in this order: CHO-K1 Ca PAM, M5 antag, CRFR2-BP ag, CHRM5 PAM, M4 PAM, TAAR1 agonist, M5 ag, TAAR1 antag, CRFBP-R2 block
16. Cc1ccc(NS(=O)(=O)c2ccc(C)c(NC(=S)NCCN3CCOCC3)c2)c(C)c1
→ 8, 16, 0.2, -1, 3, 3, 1, -13, -17
17. COc1ccc(C(=O)/C=C/c2ccc(N3CCCCC3)c([N+](=O)[O-])c2)cc1
→ 6, 2, -0.8, -1, -5, -1, -3, -9, 0
18. COc1ccc(C(=O)Nc2cccc(-c3cnc4ccccc4n3)c2)cc1
→ 11, 8, 1.9, -17, -3, 10, -2, 31, 1
19. C/C(=N\NC(=O)c1cc2c(s1)CCC(C)C2)c1ccc[nH]1 (stereo unspecified)
→ -2, 2, -3.8, 6, 2, 16, 2, 44, -14
20. CCOC(=O)C1(C)CCCN(C(=O)c2ccccc2)C1 (stereo unspecified)
→ -9, -3, ., -1, 4, 1, 1, -22, .
21. Cc1[nH]c(=S)n(CC2CCCO2)c1C (stereo unspecified)
→ 13, -3, -1.5, 4, 0, 4, 0, -4, -3
22. CCOc1ncccc1C(=O)OCC(=O)NC1CC1
→ 0, 11, 1.3, -1, 0, 1, -1, 12, 1
23. O=C(Cn1c(=O)oc2cc(S(=O)(=O)N3CCCC3)ccc21)N1CCN(c2ccccc2F)CC1
→ 12, 5, -0.6, -7, 0, 6, 2, 5, 6
24. COc1ccc(CN2CCCC(CNC(=O)c3ccc(F)cc3)C2)cc1OC (stereo unspecified)
→ 23, 7, 0.4, 2, -1, 3, -3, 3, 0
25. Cc1c(NC(=O)OCCNC(=O)COc2c(Cl)cccc2Cl)sc(=S)n1C
→ -4, -5, -1.2, 6, 9, 3, -13, -20, 7
26. O=C(COC(=O)c1cccc(Br)c1)NCCc1ccccc1
→ 18, 1, -0.1, -3, -4, 1, -2, 5, 1
27. CCN(CC)S(=O)(=O)c1ccc(NS(=O)(=O)c2ccc3oc(=O)[nH]c3c2)cc1
→ 21, 4, -0.3, 0, -3, -1, -2, 10, 4
28. CCOCCCn1cnc2c(c1=O)c1nc3ccccc3nc1n2-c1ccc(C)cc1
→ -4, 4, -2.0, 3, 7, 5, 2, 19, 25
29. S=C(Nc1ccc(Cl)cc1Cl)Nc1ccccc1Oc1ccccc1
→ 1, -2, -1.7, 0, -6, ., -4, ., 2
30. CC(=O)NC1CC2CCCC(C1)N2C(=O)Nc1ccccc1 (stereo unspecified)
→ 19, 0, 0.2, 1, 2, 5, -4, 5, 6

Continuation.
Results follow in this order: CHO-K1 Ca PAM, M5 antag, CRFR2-BP ag, CHRM5 PAM, M4 PAM, TAAR1 agonist, M5 ag, TAAR1 antag, CRFBP-R2 block
31. O=C(NCC[C@@H]1CC[C@@H](NS(=O)(=O)Cc2ccccc2)[C@@H](CO)O1)C1CC1
→ ., 10, ., -3, -1, 1, -1, -19, .
32. CC(=O)c1ccc(C2CC(OCCF)=CC(=O)O2)cc1 (stereo unspecified)
→ ., 5, ., -6, 0, 2, 1, 9, .
33. O=[N+]([O-])c1cccc(/C=N/n2cnnc2)c1O
→ -8, -1, -3.4, 4, 7, 2, -2, 11, 10
34. COc1cccc(OCc2cc(C(=O)N(C)Cc3nccn3C)no2)c1
→ -15, 12, 0.1, -2, -1, 0, -3, -12, -6
35. Nc1ccc2nc3c(=O)n(CCc4ccccc4)c(=O)[nH]c3nc2c1
→ -4, 33*, 195*, -31, -18, 56*, 165*, 24, -143
36. O=C(Oc1cc(=O)oc2ccccc12)c1ccco1
→ 5, -7, 0.1, -6, 1, 3, -4, 7, 6
37. N#Cc1nc(Cc2cccc3ccccc23)oc1NCc1ccc(F)cc1
→ 6, 4, 6.8, -7, -1, 8, -2, 27, 23
38. CCC1CCCCN1C(=O)COc1ccc(N(C)S(=O)(=O)c2ccc(C)cc2)cc1 (stereo unspecified)
→ -11, -10, 1.3, -4, -3, -2, -3, -19, -38
39. CCOC(=O)[C@]12CCCC=C1N(Cc1ccc(Cl)cc1Cl)C(=O)[C@H](CC(=O)N1CCN(C(=O)C3CC3)CC1)C2
→ 10, -5, ., 4, 11, 1, -1, -8, .
40. CSc1cccc(NC(=O)c2nnn(CC(=O)Nc3cc(C)cc(C)c3)c2N)c1
→ 8, 6, 0.5, -2, 3, 1, -2, -7, 8
41. O=C(CSc1nnc(-c2ccc(O)cc2)o1)Nc1ccc2c(c1)OCCO2
→ -6, 2, -1.6, -4, 4, 16, 4, 17, 12
42. O=C(CNS(=O)(=O)c1ccc2c(c1)OCCCO2)N1CCN(c2ccc(F)cc2)CC1
→ -14, -5, -1.7, 2, 5, 5, 6, -34, 4
43. COc1ccc(S(=O)(=O)NCCc2ccccc2)cc1
→ 0, -3, 0.6, -7, -1, 12, -7, -18, 3
44. Cn1c(N2CCN(C(=O)NC34CC5CC(CC(C5)C3)C4)CC2)nc2ccccc21
→ 3, 3, -0.1, 2, -3, 15, -1, -4, 1
45. CCC(CC)C(C(=O)NCc1ccccc1)N1CCN(CCN2CCOCC2)CC1 (stereo unspecified)
→ ., -1, ., 3, 13, 6, 1, -27, .

(listing goes on)
Results follow in this order: CHO-K1 Ca PAM, M5 antag, CRFR2-BP ag, CHRM5 PAM, M4 PAM, TAAR1 agonist, M5 ag, TAAR1 antag, CRFBP-R2 block
46. CCCCCOC(=O)C1=C(C)Nc2nnnn2C1c1ccccc1Cl (stereo unspecified)
→ 18, -6, -2.4, -4, 0, 5, -2, 7, -20
47. Cn1nc(C(=O)Nc2ccc3c(c2)OCCO3)c2ccccc2c1=O
→ 1, 9, -1.5, -2, 9, -1, -3, 8, 3
48. Cc1cc(C(=O)N2CCCC(CCC(=O)N3CCN(c4ccccn4)CC3)C2)c(C)o1 (stereo unspecified)
→ 12, 11, -1.0, 0, 0, -1, -1, 4, 19
49. CC(=O)N1CCc2cc(S(=O)(=O)CCC(=O)NCc3ccc(Cl)cc3)ccc21
→ -10, 6, -2.1, 0, -2, 2, -3, 1, -15
50. BrC(=C\c1ccccc1)/C=N/Nc1nc2ccccc2[nH]1
→ 5, -4, 2.8, -2, 3, 24, -5, -9, -24
51. Cc1cccc(-n2c(O)c(C=Nc3ccccc3)c3ccccc3c2=O)n1
→ 11, -1, -0.5, -3, 5, 9, -3, 9, 1
52. Cc1ccc(C(=O)N2CCN3C(=O)c4ccccc4C23c2ccc(Cl)cc2)cc1 (stereo unspecified)
→ 11, 19, 3.0, -15, 0, 13, -11, -5, -6
53. O=S(=O)(Nc1ccc(C(F)(F)F)cc1)c1cnc[nH]1
→ -4, -2, 2.5, 1, -4, 0, -3, -2, 7

Part of the list above, reformatted:
47	Cn1nc(C(=O)Nc2ccc3c(c2)OCCO3)c2ccccc2c1=O
  CHO-K1 Ca PAM: 1
  M5 antag: 9
  CRFR2-BP ag: -1.5
  CHRM5 PAM: -2
  M4 PAM: 9
  TAAR1 agonist: -1
  M5 ag: -3
  TAAR1 antag: 8
  CRFBP-R2 block: 3
48	Cc1cc(C(=O)N2CCCC(CCC(=O)N3CCN(c4ccccn4)CC3)C2)c(C)o1 (stereo unspecified)
  CHO-K1 Ca PAM: 12
  M5 antag: 11
  CRFR2-BP ag: -1.0
  CHRM5 PAM: 0
  M4 PAM: 0
  TAAR1 agonist: -1
  M5 ag: -1
  TAAR1 antag: 4
  CRFBP-R2 block: 19

High-throughput results deposited in PubChem by several laboratories.
